GPR151 activ = activates the human receptor GPR151. PathHunter beta-arrestin GPR151 cells, luminescence. Q8TDV0. activation, % at 11.2 µM. 1% of 650,000 active; in the data active means activation above about 4.9%;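 further: 0% = median of compound wells and 100% = cells with positive control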
Target sequence (Q8TDV0 whole entry, looked up): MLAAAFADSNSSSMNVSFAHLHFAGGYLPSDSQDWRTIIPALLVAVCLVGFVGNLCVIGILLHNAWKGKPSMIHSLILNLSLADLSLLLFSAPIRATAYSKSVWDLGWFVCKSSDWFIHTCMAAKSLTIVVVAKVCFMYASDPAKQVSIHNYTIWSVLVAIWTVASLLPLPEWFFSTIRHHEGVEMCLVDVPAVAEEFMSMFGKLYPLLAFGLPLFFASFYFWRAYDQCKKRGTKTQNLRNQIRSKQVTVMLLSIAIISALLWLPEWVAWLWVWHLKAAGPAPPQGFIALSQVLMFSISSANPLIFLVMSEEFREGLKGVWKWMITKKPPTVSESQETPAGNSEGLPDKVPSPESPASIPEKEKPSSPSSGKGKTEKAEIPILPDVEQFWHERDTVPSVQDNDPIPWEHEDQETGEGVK
FBW7 activator = human FBW7 E3 ligase activation, primary screen; 0.13% of 650,000 active; AlphaScreen FBW7–phospho-cyclin E peptide binding, activator screen; Q969H0; normalized activity (activation), % at 26.1 µM; in the data active means normalized activity above about 1.9%;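 further: purified mutant Fbw7 with reduced substrate affinity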
TEAD-YAP inh = TEAD-YAP interaction inhibition | AID 1259422 | HEK-TIYL cells, TEAD-Gal4/YAP UAS-luciferase luminescence | 1.4% of 640,000 active | inhibition, % at 9.12 µM; in the data active means inhibition above about 32%;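 further: 0% = median of test compound wells and 100% = reference inhibitor wells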
MITF primary = blocks human microphthalmia-associated transcription factor; AlphaScreen MITF homodimerization, bead proximity signal; inhibition, % at 2.6 µM; 0.91% of 650,000 active; in the data active means inhibition above about 50%;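 further: 0% = vehicle wells with protein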
Target sequence (O75030 whole entry, looked up): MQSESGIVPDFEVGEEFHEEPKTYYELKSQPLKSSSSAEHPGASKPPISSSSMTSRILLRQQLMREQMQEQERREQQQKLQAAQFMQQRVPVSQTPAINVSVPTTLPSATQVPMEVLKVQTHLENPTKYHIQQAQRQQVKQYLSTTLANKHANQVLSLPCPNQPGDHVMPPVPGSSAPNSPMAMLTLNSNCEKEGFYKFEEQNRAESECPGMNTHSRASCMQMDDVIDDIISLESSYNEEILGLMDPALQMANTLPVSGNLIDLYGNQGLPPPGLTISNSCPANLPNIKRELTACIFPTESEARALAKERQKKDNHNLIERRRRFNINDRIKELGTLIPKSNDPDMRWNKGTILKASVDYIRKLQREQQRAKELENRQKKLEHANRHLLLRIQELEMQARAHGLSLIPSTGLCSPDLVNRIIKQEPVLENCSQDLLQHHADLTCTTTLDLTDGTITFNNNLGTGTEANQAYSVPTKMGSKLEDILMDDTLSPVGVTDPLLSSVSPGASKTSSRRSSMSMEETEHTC
* hit, by the source's call. Outcome played no part in choosing rows (roughly 3.5% active in at least one column).

structure	GPR151 activ	FBW7 activator	TEAD-YAP inh	MITF primary
Cc1ccc(NC(=O)C(c2cccc([N+](=O)[O-])c2)N2CCCC2)cc1 (configuration not stated)	0.9	0.1	3	14
CCOC(=O)N1CCN(CC2CC3C=CC2C3)CC1 (configuration not stated)	-1.9	0.2	0	-9
COc1cc(CN=CC2=C(O)CC(c3ccccc3)CC2=O)cc(OC)c1OC (configuration not stated)	0.5	-0.1	-10	2
COc1ccc(C(=O)CC2(O)C(=O)N(Cc3cccc4ccccc34)c3ccccc32)c(OC)c1 (configuration not stated)	-0.8	-0.3	-7	-6
COc1ccc(/C=C2\C=C(c3ccccc3)N(c3cccc(C(C)=O)c3)C2=O)cc1Br	-0.5	0.1	2	6
COc1ccc(-c2nc3ccc(C(=O)NCC(OC)OC)cc3nc2-c2ccc(OC)c(OC)c2)cc1OC	-0.4	0.0	-3	-4
CSc1cccc(NC(=O)C2C3C=CC4(O3)C2C(=O)N(CCCN2CCC(Cc3ccccc3)CC2)C4C(=O)NC2CCCCC2)c1 (configuration not stated)	-0.3	-0.3	-2	-3
CC1CCCCN1C(=O)c1ccc(Cl)nc1 (configuration not stated)	-0.8	-0.1	1	-9
COc1ccc(NC(=O)COc2ccc(/C=N/n3c(C)nnc3C)cc2OC)cc1	0.9	0.1	-5	9
COc1ccc(OC)c(C=C2C(=O)N(C)C(=S)N(C)C2=O)c1	0.0	0.0	0	4
Cc1ccc(N2C(=S)NC3c4cc(Br)ccc4OC2(C)C3C(=O)Nc2ccc(C)cc2C)cc1 (configuration not stated)	-0.4	0.7	0	8
Cc1cc(/C=C2\SC(=Nc3ccccc3)NC2=O)c(C)n1-c1ccccc1	-0.3	-0.1	53*	-1
c1coc(-c2nnc3n2CCCCC3)c1	1.6	-0.1	3	-18
CCCCSc1nnc2c(n1)OC(c1ccc3c(c1)OCO3)Nc1ccccc1-2 (configuration not stated)	1.1	0.0	-32	2
OC1(c2cccnc2)CCN(Cc2ccnc(N3CCCC3)n2)CC1	2.0	1.0	7	14

The listing continues:
structure	GPR151 activ	FBW7 activator	TEAD-YAP inh	MITF primary
CCOc1c(Cl)cc(C(=O)NNC(=O)c2cncn2-c2ccc(F)cc2)cc1OC	-0.8	0.0	-2	11
CCOC(=O)c1ccc(NC2SC(=O)N(Cc3cccc(C(=O)O)c3)C2=O)cc1 (configuration not stated)	-1.4	0.6	-11	7
Cn1cc(CCNc2nncc(-c3ccc(Cl)cc3)n2)cn1	0.5	0.1	0	-11
COc1ccc(NC(=O)c2cccc(S(=O)(=O)Nc3ccc(Br)cc3)c2)cc1	1.4	-0.1	16	6
Cc1ccccc1CS(=O)(=O)CC1Nc2ccc(C(=O)NC3CCCCCCC3)cc2NC1=O (configuration not stated)	-0.6	-0.2	6	17
Cc1nc(N2CCN(c3ccccn3)CC2)c2c(C)c(C(=O)Nc3ccc(C)c(Cl)c3)sc2n1	0.7	0.5	3	19
O=C(COc1cccc(F)c1)Nc1ccc(S(=O)(=O)Nc2ccccc2Cl)cc1	-1.9	0.1	2	4
CCCSc1nnc2c(n1)OC(c1cc(OC)c(OC)cc1Cl)N(C(C)=O)c1ccccc1-2 (configuration not stated)	1.3	-0.1	-1	6
CC1CCCCC1NS(=O)(=O)c1ccc2c(c1)OCC(=O)N2 (configuration not stated)	-1.0	0.1	-6	5
CCCOc1ccc(C2NC(=O)NC(C)=C2C(=O)OCC)cc1OC (configuration not stated)	0.9	-0.1	-5	9
CCOC(=O)C1=C(O)/C(=C/c2ccc(Sc3ccccc3)o2)SC1=Nc1ccc(OC)cc1	0.4	-0.1	2	10
COc1ccc(CCC(C)NN2CCN(C)CC2)cc1 (configuration not stated)	-0.4	0.4	-2	17
Cc1c2cnn(CC(=O)N3CCc4ccccc43)c(=O)c2c(C)n1Cc1ccccc1	-1.8	-0.1	3	0
Cc1nc2sc3c(c2c(=S)[nH]1)CCC3	0.3	0.2	1	-7
Cc1cc(C)c(NS(=O)(=O)c2c(C)cc(C)cc2C)c(C)c1	-1.3	0.2	-10	10

As entered above.
CCCSc1nnc2c(n1)OC(c1cc(OC)c(OC)cc1Cl)N(C(C)=O)c1ccccc1-2 (configuration not stated) | FBW7 activator: -0.1
Cc1c2cnn(CC(=O)N3CCc4ccccc43)c(=O)c2c(C)n1Cc1ccccc1 | GPR151 activ: -1.8

(continued)
structure	GPR151 activ	FBW7 activator	TEAD-YAP inh	MITF primary
Cc1cccc(CN2CCC(n3nccc3NC(=O)Nc3cccc(F)c3)CC2)c1	3.1	-0.1	7	5
C=CCN1CCN(Cc2cn[nH]c2-c2ccc(F)cc2)CCC1=O	-0.9	-0.1	-8	3
CCOc1cccc(CN2CCN(C)C(CCO)C2)c1O (configuration not stated)	-0.1	-0.1	-3	5
CCN(CC(=O)NC(C)C)C(=O)C1COc2ccccc2O1 (configuration not stated)	-0.7	0.1	0	9
CCOC(=O)c1sc(NC(=O)CSc2nnc(CNC(=O)c3ccccc3OC)n2-c2cccc(C)c2C)c(C(=O)OCC)c1C	1.8	-0.1	-11	-3
COc1ccc(/C=C2\SC(=S)N(C(CC(N)=O)C(=O)O)C2=O)c(OC)c1 (configuration not stated)	0.9	-0.2	-1	12
CCCCCCN1C(=O)C(O)=C(C(C)=O)C1c1ccc(C)cc1 (configuration not stated)	0.5	0.0	-5	-16
O=C(c1ccco1)N1CCC(C2(Cc3ccc(F)cc3)NC(=O)N(CC3CC3)C2=O)CC1 (configuration not stated)	0.1	0.7	-12	10
O=C1C2C(c3ccc(Cl)cc3)OC3(C(=O)c4ccccc4C3=O)C2C(=O)N1c1cc(Cl)cc(Cl)c1 (configuration not stated)	0.0	0.0	9	-1
O=C(CCc1n[nH]c(=O)[nH]c1=O)N/N=C/c1ccccc1Br	-1.2	0.7	8	3
COc1ccccc1NC(=O)N(CCCO)Cc1cc2c(C)cc(C)cc2[nH]c1=O	1.2	0.0	8	5
CCOC(=O)C1=C(C)NC(=S)NC1c1ccc(C)cc1 (configuration not stated)	0.7	-0.1	-1	2
Cc1ccc2cnn(CCCC(=O)NCc3cccs3)c2c1	1.2	0.1	-9	-7
COC(=O)C1=CN(CC2CCCO2)C=C(C(=O)OC)C1c1ccc(OC)cc1 (configuration not stated)	1.0	-0.1	1	-6
O=S(=O)(c1ccccc1)N1CCN(c2cc(N3CCCCC3)ncn2)CC1	3.3	0.0	-15	-2

Next part.
structure	GPR151 activ	FBW7 activator	TEAD-YAP inh	MITF primary
COc1ccc(CN2CCN(C(=O)c3ccc[nH]c3=S)CC2)c(OC)c1OC	0.1	-0.1	0	-2
COc1ccc(C2=NN(C(=O)c3cccnc3)C(O)(C(F)(F)F)C2)cc1 (configuration not stated)	0.2	0.1	-4	5
FC(F)(F)c1ccc(Cn2cnc3c(NCc4nc5ccccc5[nH]4)nc(N4CCC(N5CCOCC5)CC4)nc32)cc1	4.5	0.0	-3	-12
CC(=O)c1ccc(NC(=O)COC(=O)C2CC2)cc1	0.1	0.3	-8	-1
CC1=NN(c2cccc(Br)c2)C(=O)/C1=C/c1ccc(-c2ccc3c(c2)C(=O)OC3)o1	-0.3	0.2	12	4
O=C(CN1CCN(c2ccc(F)cc2)CC1)Nc1ccccn1	-0.8	0.0	10	14
O=c1[nH]c(N2CCCCCC2)nc2c1CN(Cc1ccc(F)cc1)CC2	-0.3	0.0	5	5
CSC1=C(C#N)C(c2ccc3c(c2)OCO3)CC(=O)N1 (configuration not stated)	5.1*	0.1	-2	-2
CC(CN1CCOCC1)OC(=O)COc1ccc(Br)cc1 (configuration not stated)	1.3	-0.1	-6	-4
CCCCn1c(CO)nc2ccccc21	-0.3	0.0	2	-12
CCC(CC)=NNC(=O)C(=O)NC1CCCCC1	-0.9	0.8	6	8
CCOC(=O)c1c(C)[nH]c(-c2csc(NCc3ccccc3OC)n2)c1C	-0.3	0.8	-10	14
CCCn1c2c(c(=O)n(C)c1=O)C(c1ccc(F)cc1)C1=C(COC1=O)N2 (configuration not stated)	1.0	-0.1	17	-2
Cc1ccc(C(=O)CSc2nc(-c3cccs3)cc(C(F)(F)F)c2C#N)c(C)c1	-0.3	0.4	3	3
CO/N=C(\C)c1ccc(OCCSc2nnnn2-c2ccccc2)cc1	0.8	0.0	3	3

Full records from above.
CCCn1c2c(c(=O)n(C)c1=O)C(c1ccc(F)cc1)C1=C(COC1=O)N2 (configuration not stated) is listed with GPR151 activ = 1.0; FBW7 activator = -0.1; TEAD-YAP inh = 17; MITF primary = -2
CC1=NN(c2cccc(Br)c2)C(=O)/C1=C/c1ccc(-c2ccc3c(c2)C(=O)OC3)o1 is listed with GPR151 activ = -0.3; FBW7 activator = 0.2; TEAD-YAP inh = 12; MITF primary = 4

(cont.)
structure	GPR151 activ	FBW7 activator	TEAD-YAP inh	MITF primary
CCOc1nc(SCCOc2ccc(C)cc2)nc(N(C)C)n1	-2.1	-0.1	8	-12
CN1CCN(c2nc3c(c(=O)n(C)c(=O)n3C)n2Cc2ccccc2Cl)CC1	4.6	-0.1	5	2
CCCOc1ccccc1C1C(C#N)=C(N)Oc2n[nH]c(-c3cc(OC)c(OC)c(OC)c3)c21 (configuration not stated)	0.7	-0.4	18	9
CCNc1nc(NC(C)C)nc(Oc2ccc(C(=O)OCC)cc2)n1	-0.2	0.1	-8	-10
CCOC(=O)C1=C(CSc2nc(C)c(C)c(C)c2C#N)OC(N)=C(C#N)C1c1cccc(OCc2ccccc2)c1 (configuration not stated)	4.6	-0.3	-6	2
CCC(C)NC(=O)CSc1nc2ccccc2c(=O)n1CC1CCC(C(=O)NCc2ccco2)CC1 (configuration not stated)	-1.3	-0.1	2	-12
CS(=O)(=O)c1ccc2nc(NC(=O)/C=C/c3ccccc3Cl)sc2c1	-0.3	0.3	1	7
CC(=O)Nc1nnc(SCC(=O)Nc2ccc(C)cc2)s1	-1.0	-0.3	6	-10
CC1CCCCC1NC(=O)Cn1c(=O)c2cccn2c2cccnc21 (configuration not stated)	-0.7	0.1	4	10
O=C(Nc1nc2ccccc2s1)c1cccc(Cl)c1	-5.0	-0.2	-38	2
O=C(NCc1ccco1)c1ccc2c(c1)N(Cc1ccc(F)cc1)C(=O)CS2	-0.7	-0.1	7	4
COCCn1c2ccccc2n2c(=O)n(CC(=O)NC3CC3)nc12	0.1	-0.1	0	1
O=C(O)c1ccc(O)c(/C=N/N(CCO)C2=NS(=O)(=O)c3ccccc32)c1	-0.9	0.3	-3	20
COc1ccc(CCN2CCC(N(CC3CC3)S(=O)(=O)c3cccs3)CC2)cc1	0.3	-0.1	-9	7
COc1ccc(C2CC(=O)NC(SCC(=O)Nc3ccccc3)=C2C#N)cc1 (configuration not stated)	-0.1	0.1	11	23

Next part.
structure	GPR151 activ	FBW7 activator	TEAD-YAP inh	MITF primary
COc1cccc(NC(=O)C(C)NS(=O)(=O)c2ccc(Br)cc2)c1 (configuration not stated)	1.9	0.1	2	-9
COc1ccccc1NC(=O)Nc1ccnn1Cc1ccccc1	-0.1	0.0	1	10
O=C(NCc1cccc(Cl)c1)c1ccc(N2CCCC2=O)cc1	1.8	-0.3	-18	-6
CCOC(=O)CCc1c(O)c2ccccc2[nH]c1=O	1.5	-0.1	-19	0
CCCCOc1ccc2c(C)c(CC(=O)OC)c(=O)oc2c1C	-0.4	0.0	-70	-8
CC1(C)CC2CC(C)(CN2C(=O)COC(=O)c2cc(Cl)cc(Cl)c2N)C1 (configuration not stated)	-0.1	-0.1	-7	-4
CCOc1ccc(CN2CCNC(=O)C2CC(=O)N(C)Cc2ccn[nH]2)cc1 (configuration not stated)	-0.2	0.1	-1	16
O=C(CN1C(=O)C(=O)N(Cc2ccco2)C1=O)Nc1ccc(OCc2ccccc2)cc1	-0.5	0.0	-14	-2
CCOC(=O)c1c(NC(=O)CSc2nnc(CNC(=O)c3cccs3)n2-c2ccc(Br)cc2)sc2c1CCCC2	-0.2	-0.1	2	-4
CN1C(=O)SC(Nc2ccc(Cl)cc2)C1=O (configuration not stated)	0.0	0.2	4	11
CCc1ccc(-c2cc(C(=O)Nc3cccc(C)c3C)c3ccccc3n2)cc1	0.2	0.0	-1	14
CCOc1cc(C=C2C(=O)NC(=O)NC2=O)ccc1OC(=O)c1cccc2ccccc12	2.1	-0.2	0	-6
CC(O)(C#CC(O)(c1ccccc1)c1ccccc1)c1cccs1 (configuration not stated)	0.9	-0.1	2	9
O=C(O)c1cccc(-n2cnnn2)c1	0.8	-0.1	-6	-6
CCCc1c(C)[nH]c2ccc(OC)cc2c1=O	-0.5	1.4	11	5

Later entries.
structure	GPR151 activ	FBW7 activator	TEAD-YAP inh	MITF primary
O=C(CN1CCN(CC(=O)c2ccco2)CC1)Nc1ccc(Cl)c(Cl)c1	-0.1	-0.4	5	65*
O=C(c1nnc(-c2ccccc2)o1)C1CCCC1	-0.6	0.0	-50	1
O=C(CS(=O)(=O)c1ccccc1)Nc1nc(-c2cccc([N+](=O)[O-])c2)cs1	0.4	0.3	-10	4
COc1ccc(NC(=O)CSc2nc3ccsc3c(=O)n2-c2ccccc2)c(OC)c1	-0.7	0.0	5	0

Filtered by structure, the compounds so far containing a nitro group on carbon
structure	GPR151 activ	FBW7 activator	TEAD-YAP inh	MITF primary
Cc1ccc(NC(=O)C(c2cccc([N+](=O)[O-])c2)N2CCCC2)cc1 (configuration not stated)	0.9	0.1	3	14
O=C(CS(=O)(=O)c1ccccc1)Nc1nc(-c2cccc([N+](=O)[O-])c2)cs1	0.4	0.3	-10	4

Screening results from PubChem.
